S3 lipid droplet: qHTS Assay for Lipid Storage Modulators in Drosophila S3 Cells | Drosophila S3 cells, BODIPY lipid droplet fluorescence, 18-24 h; cells fed with added oleic acid | lipid storage change, negative = inhibition, % at the top dose, mostly 46.1 µM; hits show Potency in µM | 320,000 tested, 0.64% active | AID 2685; active = well fitted inhibition curve with a large enough effect in the signal ratio, with a control signal flat, not every such curve was filed as active; inconclusive = small, poorly fitted or top-dose-only effect, or effect the other way, or a change in a side signal; the % refers to the signal ratio
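Drosophila S3 cells loaded with oleic acid (400 uM, as added) and compounds at several concentrations; lipid droplets imaged by 488-nm laser-scanning cytometry, 500–530 nm intensity and object ratio to cell channel. Percent activity normalized to 20 uM Triacsin C.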
S3 lipid droplet cell count max: also measured in S3 lipid droplet; calls as there; cell number change, %; measured here: cell count max response;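 cells counted by Cell Tracker Red CMTPX staining in the red channel; peak over a dose series mostly up to 46.1 µM; percent activity relative to internal control wells on each plate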
An asterisk follows results filed as active; i = inactive; u = inconclusive; x = not tested or not shown. % is scaled to controls: 0 for no effect and ±100 for the full control effect; potency is read from the fitted curve at half-maximal effect.

SMILES	S3 lipid droplet	S3 lipid droplet cell count max
CC(Sc1nnc(-c2ccco2)n1C)C(=O)NC1CCCC1 (centres undefined)	u	x
CC(C)CCOc1ccc(C2CC(=O)N(C)C2=O)cc1 (centres undefined)	15%	5
CN1CCN(C(=O)c2ccc3c(c2)NC(=O)C(N2CCOCC2)S3)CC1 (centres undefined)	-19%	x
O=C(O)CNc1nc(-c2ccccc2)c2cc([N+](=O)[O-])ccc2n1	u	x
CCCOc1ccc(C2/C(=C(\O)c3c(C)[nH]c(C(=O)OC)c3C)C(=O)C(=O)N2CCN(C)C)cc1 (centres undefined)	u	x
C=C(C)Cc1c(C)c(C#N)c2[nH]c3ccccc3n2c1=O	u	x
O=C(c1ccc(-c2ccccc2Cl)o1)N1CCN(S(=O)(=O)c2cccs2)CC1	u	x
COc1ccccc1N1CCN(S(=O)(=O)CCNC(=O)c2ccccc2Br)CC1	u	x
Cc1cccc(-c2noc(-c3ccc(F)cc3)n2)c1	-4%	-9
c1ccc(Cn2nnnc2-c2ccco2)cc1	i	x
Nc1c(-c2ccccc2)c(CSc2nc3ccccc3[nH]2)nn1-c1ccc(C(=O)O)cc1	6%	15
Cc1cccc(C)c1NC(=S)N(C)CCc1ccccn1	10%	6
CCC(C)NC(=O)CNC(=O)Cn1c(C)cc2ccccc2c1=O (centres undefined)	u	x
CCN(CCNC(=O)C1CCCN(c2ncnc3c2nc2n3CCCCC2)C1)Cc1ccccc1 (centres undefined)	u	x
O=C(Nc1ccccc1F)n1ncc2cc(Cl)ccc21	4%	0
Cc1ccc(-n2nc(C(=O)NCc3ccc(C)o3)c3c4ccccc4n(C)c3c2=O)cc1	u	x
CCN(CC)C(=O)CC(c1cc(OC)c(OC)c(OC)c1)c1c(O)cc(OC)cc1OC (centres undefined)	1%	14
NC(=O)COc1ccc(C23CC4CC(CC(C4)C2)C3)cc1	u	x
COC(=O)CCC/C=C1/SCC(NC(=O)c2ccccc2)C1NC(C)=O (centres undefined)	6%	-6
O=C(CNc1ccc2c(c1)OCO2)N/N=C\c1ccccc1Cl	u	x
Cc1ccc(C(=O)Nc2ccc(S(=O)(=O)N3CCOCC3)cc2)cc1C	-17%	11
COCC(COCCCNC(=O)Nc1ccc(Br)cc1)OC (centres undefined)	13%	-36
c1ccc2c(c1)nc(NC1CCCCC1)c1nncn12	22%	13
CN(C)S(=O)(=O)N(CC(=O)NCc1ccccc1)c1ccccc1	-10%	-3
Nc1nc(SCC(=O)Nc2ccccc2)nc2nc3c(cc12)CCCC3	u	x

Overlap with the part before: six entries; new compounds follow.
SMILES	S3 lipid droplet	S3 lipid droplet cell count max
O=C(CNc1ccc2c(c1)OCO2)N/N=C\c1ccccc1Cl	u	x
Cc1ccc(C(=O)Nc2ccc(S(=O)(=O)N3CCOCC3)cc2)cc1C	-17%	11
COCC(COCCCNC(=O)Nc1ccc(Br)cc1)OC (centres undefined)	13%	-36
c1ccc2c(c1)nc(NC1CCCCC1)c1nncn12	22%	13
CN(C)S(=O)(=O)N(CC(=O)NCc1ccccc1)c1ccccc1	-10%	-3
Nc1nc(SCC(=O)Nc2ccccc2)nc2nc3c(cc12)CCCC3	u	x
Cc1cccc(NNC(N)=S)c1	u	x
CC(Cc1ccccc1)NC(=S)CN1CCCC1=S (centres undefined)	u	x
Cc1ccc(N=Nc2c(N)n[nH]c2N)cc1	7%	15
COCCNC(=O)C(c1ccccc1C)N(CCOC)C(=O)Cn1nnc2ccccc21 (centres undefined)	u	x
O=C(CSc1n[nH]c(-c2ccncc2)n1)Nc1ccccc1C(F)(F)F	u	x
O=C1OC(Nc2ccc(F)c([N+](=O)[O-])c2)c2ccccc21 (centres undefined)	u	x
CCOc1cc(CN2CCN(CCc3ccccc3)C(CCO)C2)ccc1OC (centres undefined)	u	x
CCOC(=O)c1ccc(COc2nc3ccccc3nc2-c2ccccc2NC(C)=O)o1	i	x
O=C(COn1nnc2ccc(Cl)cc21)NC1CCS(=O)(=O)C1 (centres undefined)	u	x
Cc1occc1-c1nnc(SCC(=O)Nc2nc(-c3ccccc3)cs2)o1	u	x
Cc1cc(C(=O)CSc2ncccn2)c(C)n1Cc1ccco1	u	x
NC(=O)c1nnn(-c2cccc(C(F)(F)F)c2)c1-c1ccccc1	i	x
CC1(C)CC(=O)C=C(NC2CCCC(O)C2)C1 (centres undefined)	u	x
CCCCOc1ccc(/C(O)=C2/C(=O)C(=O)N(Cc3cccnc3)C2c2ccncc2)c(C)c1 (centres undefined)	u	x
CSc1nc(C)nc(N/C=C(\C#N)S(=O)(=O)c2ccccc2Cl)n1	-10%	1
O=C(C[n+]1ccccc1)Nc1c(Cl)cc(Cl)cc1Cl	-23%	1
COc1cccc(NC(=O)CSc2nc3ccccc3nc2N2CCCC2)c1	i	12
COc1ccc(S(=O)(=O)Nc2cc(C(=O)NCCCOC(C)C)ccc2N2CCOCC2)cc1	0%	19
Cc1cccc(C)c1OCCNC(=O)C(=O)NCc1ccco1	u	x
CCOc1cc(NC(=S)NCCCN2CCOCC2)c(OCC)cc1NC(=O)C(C)C	1%	7
CCOC(=O)N1CCN(CCC(=O)Nc2ccc(C)c(Br)c2)CC1	u	x
COc1ccc(NC(=O)CN2C(=O)C(C)Oc3ccccc32)c(OC)c1 (centres undefined)	u	x
COc1ccc(NC(=O)Nc2cccc3ccccc23)cc1S(N)(=O)=O	u	x
S=C(Nc1ccccc1)N1CCOCCOCCN(C(=S)Nc2ccccc2)CCOCCOCC1	-6%	10
Cc1cc(C(C)(C)C)cc(C)c1C[n+]1ccc2ccccc2c1	u	x

Filtered by structure, those above with fluorine
SMILES	S3 lipid droplet	S3 lipid droplet cell count max
Cc1cccc(-c2noc(-c3ccc(F)cc3)n2)c1	-4%	-9
O=C(Nc1ccccc1F)n1ncc2cc(Cl)ccc21	4%	0
O=C(CSc1n[nH]c(-c2ccncc2)n1)Nc1ccccc1C(F)(F)F	u	x
O=C1OC(Nc2ccc(F)c([N+](=O)[O-])c2)c2ccccc21 (centres undefined)	u	x
NC(=O)c1nnn(-c2cccc(C(F)(F)F)c2)c1-c1ccccc1	i	x

The listing picks up, starting two compounds before the break.
SMILES	S3 lipid droplet	S3 lipid droplet cell count max
S=C(Nc1ccccc1)N1CCOCCOCCN(C(=S)Nc2ccccc2)CCOCCOCC1	-6%	10
Cc1cc(C(C)(C)C)cc(C)c1C[n+]1ccc2ccccc2c1	u	x
O=C(Oc1ccccc1)c1cc2ccccc2o1	u	x
O=C(Nc1ccc(Cl)cc1)C1CCCN(S(=O)(=O)c2cnc[nH]2)C1 (centres undefined)	-26%	-16
COC(=O)C1CCN(C(=O)Cc2ccc(Br)cc2)CC1	u	x
COc1cccc(N/C(SCc2cccc([N+](=O)[O-])c2)=C(/C#N)C(=O)NCc2cccs2)c1	u	x
O=[N+]([O-])c1cccc(/C=N/Nc2nccnc2Cl)c1	-10%	2
CCNC(=S)N/N=C(\C)c1cccc(OC)c1	u	x
CCn1c(CSc2ncccn2)nnc1SCC(=O)N1c2ccccc2CC1C (centres undefined)	u	x
COC(=O)C1=CN(Cc2ccc(OC)c(OC)c2)C=C(C(=O)OC)C1c1cccc(OC)c1OC	3%	-29
CCOC(=O)C1CN(S(=O)(=O)c2ccc(F)cc2)C1	u	x
CCC(=O)NC(c1ccco1)c1cc(Cl)c2cccnc2c1O (centres undefined)	-7%	-10
COc1ccc(OC)c(N2C(=NC(=O)C3CCCCC3)SC3CS(=O)(=O)CC32)c1 (centres undefined)	i	17
O=C1CN(C(=O)CSc2nncs2)c2ccccc2N1	u	x
CN(c1ccc(OCC(=O)OCC(=O)Nc2ccccc2)cc1)S(=O)(=O)c1cccs1	-6%	0
O=[N+]([O-])c1cccc(C(=Nc2ccc(Cl)cc2)NO)c1	i	x
CC(=O)c1cc(-c2ccccc2)n(CC(=O)Nc2cccc(C)c2)c1C	20%	x
COCCCn1cc(C(=O)c2ccccc2OCC(=O)Nc2cccc(F)c2)cc(C#N)c1=O	u	x
Cc1cccc(NC(=O)CS(=O)(=O)c2c[nH]c3ccccc23)c1C	u	x
Clc1ccc(-c2nnc(-c3ccco3)o2)cc1	-8%	-19
CCOc1ccc2[nH]c(=O)c(CN(CC3COCCO3)C(=O)c3ccc(C)cc3)cc2c1 (centres undefined)	23%	7
O=C(NCc1ccc(-c2nc3ccccc3s2)cc1)c1ccco1	6%	-2
O=C(Nc1ccc(Sc2ccc(Br)cc2)cc1)c1ccco1	u	x
CCn1c(C(=O)N2CCCC(C(=O)O)C2)cc2sccc21 (centres undefined)	14%	13
O=C(NCc1ccccn1)c1cccc(NS(=O)(=O)c2ccccc2F)c1	9%	19
COc1ccc(OCCCC(=O)NCC(C)C)cc1	i	x
O=[N+]([O-])c1ccccc1S(=O)(=O)NCCSCc1ccco1	u	x
(listing goes on)
SMILES	S3 lipid droplet	S3 lipid droplet cell count max
COc1ccc(OC)c(-n2c(-c3ccc(S(C)(=O)=O)cc3)cc(C=O)c2C)c1	14%	x
COCCNC(=S)NCc1cccs1	-2%	2
COc1ccc2nccc(C(N)=O)c2c1	-16%	5
CC1CCN(C(=O)CCN2C(=O)C3C4C=CC(C4)C3C2=O)CC1 (centres undefined)	u	x
COc1ccc(CCNC(=O)C2CCCN(S(=O)(=O)c3cnc[nH]3)C2)cc1OC (centres undefined)	u	x
Cc1ccc(NC(=O)COC(=O)c2cccc3c2C(=O)c2ccccc2C3=O)c(C)c1	u	x
COc1ccccc1NC(=S)NCc1ccccn1	-9%	0
C#CCOCCOCCOCCNc1nc(N2CCN(C(=O)[C@H](CCC(=O)O)n3cc(C(N)Cc4ccc(O)cc4)nn3)CC2)nc(N2CCN(C(=O)[C@H](CCC(=O)O)n3cc(C(N)CC(C)C)nn3)CC2)n1 (some centres undefined)	-8%	-10
Cc1ccc(-c2noc(=O)n2CC(=O)c2ccc(Cl)cc2)cc1	11%	7
O=C(/C=C/c1ccc(OC(F)F)cc1)Nc1cccc(S(=O)(=O)NC2=NCCCCC2)c1	u	x
O=C(O)CC1(CC(=O)Nc2ccc(C(F)(F)F)cc2)CCCC1	u	x
COc1cc(/C=c2\sc3n(c2=O)C(c2ccccc2)C(c2ccccc2)=NN=3)ccc1O (centres undefined)	u	x
COC(=O)NCc1ccc(CNC(=O)OC)cc1	u	x
CC(C)c1cc(C(=O)N/N=C/c2c[nH]c3ccccc23)n[nH]1	21%	10
O=C(CCn1c(=O)[nH]c2ccccc2c1=O)N1CCN(c2ccc(Cl)cc2)CC1	0%	6
CCN=C1SC(CC(=O)Nc2ccc(C(F)(F)F)cc2)C(=O)N1CC (centres undefined)	u	x
O=C(O)CCC(=O)N1N=C(c2ccc(Br)cc2)CC1c1cccs1 (centres undefined)	u	x
CCc1ccccc1NC(=O)Nc1c(C)n(C)n(-c2ccccc2)c1=O	u	x
CCN(CC)S(=O)(=O)c1cccc(-c2n[nH]c(=S)n2C(C)COC)c1 (centres undefined)	-1%	-8
Cc1c(-n2cc(C(=O)O)c(=O)c3cc(F)c(N4CCCC(O)C4)c(F)c32)c(=O)n(-c2ccccc2)n1C (centres undefined)	-7%	-9
CCSc1nc(O)cc(=O)n1-c1ccc(OC)cc1	u	x
CC(=O)c1ccc(NC(=O)c2cc(=O)[nH]c3ccccc23)cc1	u	x
O=C(Nc1cc(S(=O)(=O)N2CCCCC2)ccc1N1CCCCC1)C1CC1	4%	11
Cc1ccc(NC(=S)NCc2ccco2)c(C)c1	-1%	-5
COc1cc(NC(=S)N2CCCCC2C)c(OC)cc1Cl (centres undefined)	u	x

Record cards, as listed above. Order of screens: S3 lipid droplet | S3 lipid droplet cell count max
O=C(O)CCC(=O)N1N=C(c2ccc(Br)cc2)CC1c1cccs1 (centres undefined) in the list: u | x
COc1cc(/C=c2\sc3n(c2=O)C(c2ccccc2)C(c2ccccc2)=NN=3)ccc1O (centres undefined) in the list: u | x

New compounds follow.
SMILES	S3 lipid droplet	S3 lipid droplet cell count max
CCc1cc2c(=O)c(-c3cnn(-c4ccccc4)c3)c(C)oc2cc1OCC(=O)Nc1ccc(F)c(F)c1	u	x
CNS(=O)(=O)c1cccc(C(=O)OCC(=O)Nc2ccccc2F)c1	u	x
Cc1cccc(NC(=O)C2CCN(S(=O)(=O)c3ccc4c(c3)OCCCO4)CC2)n1	u	x
CC(C)N(Cc1nc(-c2ccc(Cl)cc2)no1)Cc1nccn1C	-54%	-39
CC(C)CN1C(=O)C(=O)N(CC(=O)N(C)CC(=O)Nc2ccc(Cl)c(C(F)(F)F)c2)C1=O	10%	7
COc1ccc(C2C(C(=O)Nc3cccnc3)=C(C)Nc3nc(-c4ccco4)nn32)cc1 (centres undefined)	u	x
CCOC(=O)Nc1sc2nc(C)cc(C)c2c1-n1cccc1	-25%	-21
CC(=O)Oc1cccc(N2C(=O)C3CC=C(Cl)CC3C2=O)c1 (centres undefined)	-5%	-15
COC(=O)c1cc2sccc2n1CC(=O)Nc1ccc(OC)c(OC)c1OC	i	x
Cc1ccc(C(=O)COC(=O)C(C)N2C(=O)C3C4CCC(C4)C3C2=O)cc1 (centres undefined)	u	x
N#CCC(=O)Nc1ccc(C(=O)NCCC(c2ccccc2)c2ccccc2)cc1	u	x

Not all compounds are listed; count on the stated rates, not on these rows.
